human PMI inhibition: MPI enzyme activity inhibition – biochemical, fluorescence intensity, coupled assay, primary screen (AID 1209); purified PMI enzyme, coupled fluorescence intensity; higher % means a stronger effect; one-dose inhibition, % at 20 µM; IC50 in µM for titrated hits; 190,000 tested, 0.42% active; in the data active = inhibition above about 50%;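 also: plate controls were DMSO vehicle for no effect and wells lacking substrate for full effect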
b-catenin transl: alters nuclear translocation of beta-catenin in HeLa cells; AID 1665; immunofluorescence imaging; nuclear translocation activity, % at 5 µM; 190,000 tested, 0.3% active;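 active = nuclear translocation activity above 50% at 5 µM, with a well cell count of 50 or more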;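 also: per-cell ratio of nuclear to cytoplasmic median beta-catenin stain intensity; plate controls were DMSO negative control for no effect and GSK-3 inhibitor IX positive control for full effect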
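Test system: human HeLa cell line; Doses: 5 µM primary, 0.02–20 µM confirmation; Incubation: 24 h compound exposure, 37°C; Detection: beta-catenin immunofluorescence imaging with DAPI; Read-out: beta-catenin nuclear/cytoplasmic ratio, % activation.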
Insulin prom up: MIN6 insulin promoter up-regulation | MIN6 insulin promoter-GFP reporter, high-content imaging; stronger effect = higher value | z-score at 5 µM | 190,000 tested, 0.3% active;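 active = z-score above 3 at 5 µM with at least 500 cells counted in the well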
Lipid droplet: hepatic lipid droplet formation modulation; AML12 mouse hepatocytes, oleate lipid droplets, BODIPY imaging; inhibition, % at 6.5 µM; 240,000 tested, 0.4% active; AID 1656;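 active = lipid droplet intensity inhibited by at least 50%, with more than 500 cells counted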
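material = mouse AML12 hepatocyte cell line, fixed after treatment | also added = 100 µM oleic acid challenge | doses = compound at 6.5 µM only | schedule = overnight exposure | technique = Image-based BODIPY and DAPI two-channel analysis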
Dynein cargo inh: blocks dynein driven cargo transport along microtubules. 220,000 tested, 0.47% active. 3617.4 mouse cells, GR-EGFP nuclear translocation imaging; test concentration mostly 20 µM; stimulated with dexamethasone, 1 µM; stronger effect = lower value. z-score, hits read low;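 active = plate z-score of nuclear minus cytoplasmic receptor signal below a set negative limit, without overly bright fluorescence or cell loss, cut at about -3.5 in these data, passing the limit was not always enough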;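 also: z-score of nuclear minus cytoplasmic ring GR-EGFP intensity difference per well; some compounds called inactive have numbers as strong as hits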
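medium = tetracycline-free induction medium containing charcoal-stripped FBS | also added = 1.0 µM final dexamethasone stimulus | schedule = 48 h induction, 1 h compound, 30 min dex at 37 °C | technique = fixed, Hoechst-stained cells imaged at 10x for EGFP | measure = GR-EGFP nuclear translocation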
Myeloid diff MLP: promotes myeloid progenitor differentiation; calls only at 10 µM; ER-HoxA9 myeloid progenitors, lysozyme-GFP differentiation, flow cytometry; AID 624256; 360,000 tested, 1% active;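 active = normalized GFP-positive differentiation at or above the plate's own cutoff, the solvent-only control mean plus 3 SD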;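 also: cells exposed to compound for four days before flow analysis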
T cell modulator: T cell immune modulation candidate. 2C CD8+ T cell-vesicle binding, flow cytometry; stronger effect = lower value. calls only at 7 µM. 330,000 tested, 0.068% active. AID 2052;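 active = response, share of CD8 T cells binding vesicles, and their 90th percentile fluorescence all below set limits, cut at about 80% in these data, passing the limit was not always enough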
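Assay system – 2C mouse CD8+ T cells · Also added – QL9-loaded Drosophila micro-vesicles · Timing – Cell–vesicle co-incubation 1.5 h at 37 °C, staining 20 min on ice · Signal – flow cytometry of vesicle-bound cells · Measure – percent CD8+ FL2 mean versus row control · Controls – Peptide-free naked vesicles (low) and QL9 vesicles with 0.7% DMSO vehicle (high)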
TNAP activators: stimulation of alkaline phosphatase TNAP activity – biochemical, luminescent, no phosphate acceptor, uHTS, primary screen (AID 1001) | one-dose activation fold at 20 µM; EC50 in µM for titrated hits | 200,000 tested, 0.03% active | purified TNAP, luminescent activation assay, no phosphate acceptor; higher activation fold means a stronger effect; in the data active = activation fold from about 3, or a potency from the dose series; inactive = the rest, 99 in 100 with activation fold below about 1.6; also: many of its hits are not listed in these tables
MT stabilizer: stabilizes microtubules in HeLa cells; HeLa tubulin immunostaining HCS, 24 h; share of cells brighter than vehicle mean+2SD; % tubulin-high responders, % at 10 µM; 200,000 tested, 0.83% active; AID 2205;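 active = plate Z-score above 3 for both tubulin-high and condensed-nucleus cell shares, with cell loss under 80%, at 10 µM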;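 also: anti alpha tubulin signal scored within the nucleus-defined area of each cell; some results filed as inactive read as strong as hits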
Dynein cargo inh cytoplasmic EGFP: recorded beside Dynein cargo inh, whose call it bears; z-score; measured here: cytoplasmic GR-EGFP intensity; stronger effect = higher value
Dynein cargo inh nuclear GR-EGFP: also measured in Dynein cargo inh; calls as there; z-score; measured here: nuclear GR-EGFP intensity;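 lower value marks the stronger effect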
Dynein cargo inh cell count: second read-out of Dynein cargo inh, no call of its own (marks repeat the call); z-score; measured here: cell count per field
Insulin prom up cell count: further read-out of Insulin prom up, marked with its call; cell count; measured here: cytotoxicity, nuclei count;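 total cells summed across four imaged fields per well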
Lipid droplet cells 6.5 µM: recorded beside Lipid droplet, whose call it bears; cell count; measured here: cell count, cytotoxicity flag;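 cells counted across two imaged fields per well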
b-catenin transl cell count 5 µM: recorded beside b-catenin transl, whose call it bears; cell count; measured here: cell count, cytotoxicity flag
T cell modulator vesicle-bound %: also measured in T cell modulator; calls as there; double positive events, %; measured here: CD8+ vesicle-bound cell fraction;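 binding gate set so that unloaded-vesicle control wells show 10% double positive cells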
MT stabilizer Hoechst-high %: second read-out of MT stabilizer, no call of its own (marks repeat the call); % Hoechst-high responders; measured here: nuclear condensation Hoechst responders;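 share of cells brighter than vehicle mean plus two SD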
MT stabilizer cytotoxicity %: further read-out of MT stabilizer, marked with its call; toxicity, %; measured here: cytotoxicity by cell density;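 0% = mean cell density of plate MIN control wells and 100% = no cells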
Myeloid diff MLP GFP+ MAC1+ %: further read-out of Myeloid diff MLP, marked with its call; GFP+ MAC1+ double positive, %; measured here: differentiation confirmed by MAC1 staining
The depositor's hits bear a star; i = inactive; . = not tested or not shown; + = active, no number.

SMILES,human PMI inhibition,b-catenin transl,b-catenin transl cell count 5 µM,Insulin prom up,Insulin prom up cell count,Lipid droplet,Lipid droplet cells 6.5 µM,Dynein cargo inh,Dynein cargo inh cytoplasmic EGFP,Dynein cargo inh nuclear GR-EGFP,Dynein cargo inh cell count,Myeloid diff MLP,Myeloid diff MLP GFP+ MAC1+ %,T cell modulator,T cell modulator vesicle-bound %,TNAP activators,MT stabilizer,MT stabilizer Hoechst-high %,MT stabilizer cytotoxicity %
COC1=C(Nc2ccc(O)cc2)C(=O)c2ccccc2C1=O,9%,2.1,478,-0.1,1098,1,590,-0.14,-0.17,-0.28,0.61,+,16*,i,29,0.8,7.5,2.6,0.0
CCN(CC)CCNc1ncnc2c1sc1nc(N3CCCC3)c3c(c12)CC(C)(C)OC3,9%,0.7,1493,-2.2,1143,.,.,-1.2,-0.079,-0.53,0.67,i,0.0,i,21,1,2.2,2.2,9.6
CCOC(=O)C1CCCN(C(=O)CN2C(=O)COc3ccc(C(C)(C)C)cc32)C1 (stereo not drawn),12%,2.4,1375,-0.39,1396,.,.,-0.8,-0.39,-0.61,0.6,i,8.3,i,14,1,3.2,1.2,3.1
CC(C)(C)N(Cc1cc2ccccc2[nH]c1=O)C(=O)c1cccnc1,-3%,-5.2,952,0.92,1373,.,.,-0.48,-0.067,-0.066,0.099,i,1.0,i,38,1.1,4.6,3.5,13
CCOC(=O)c1c(C)n(C)c2ccc(OCC(O)CN3C(=O)c4ccccc4S3(=O)=O)cc12 (stereo not drawn),19%,-0.9,977,-1.7,503,-2,701,0.61,-0.25,0.55,0.45,i,0.8,i,25,1.3,3.4,2.2,6.5
CC(=O)Nc1ccc(NC(=O)Nc2ccc(C)c(C)c2)cc1,7%,-0.1,1449,-0.14,1459,11,734,0.78,-0.23,0.19,-0.42,i,0.4,i,57,1,8.9,0.8,7.9
COc1ccc(/C=N/N2CCOCC2)cc1O,-1%,-0.8,1006,0.34,1263,20,615,-0.69,-0.27,-0.3,0.5,i,0.4,i,45,1.1,4.0,2.8,6.5
Cc1cccc(C(OC(=O)c2ccco2)C(=O)NCc2ccccc2)n1 (stereo not drawn),-6%,-1.9,1190,.,.,-5,733,-1.1,-0.3,-0.23,1.9,i,4.7,i,6,1.1,3.0,2.1,21

More records follow.
SMILES,human PMI inhibition,b-catenin transl,b-catenin transl cell count 5 µM,Insulin prom up,Insulin prom up cell count,Lipid droplet,Lipid droplet cells 6.5 µM,Dynein cargo inh,Dynein cargo inh cytoplasmic EGFP,Dynein cargo inh nuclear GR-EGFP,Dynein cargo inh cell count,Myeloid diff MLP,Myeloid diff MLP GFP+ MAC1+ %,T cell modulator,T cell modulator vesicle-bound %,TNAP activators,MT stabilizer,MT stabilizer Hoechst-high %,MT stabilizer cytotoxicity %
CCN(CC(=O)NCc1cccs1)C(=O)c1ccccc1Cl,2%,.,.,0.55,1213,4,776,-0.00057,-0.35,-0.37,0.02,i,0.3,i,20,1.1,2.0,2.6,7.9
N#Cc1ccccc1OCC(=O)N1CCc2ccccc2C1,-11%,1.5,968,-0.13,1185,-5,704,-0.12,-0.23,-0.41,0.12,i,0.1,i,20,0.9,1.9,2.4,5.6
COc1cc(/C=C(\C#N)C(N)=O)ccc1OS(=O)(=O)c1ccc(C)cc1,20%,-0.5,981,-0.25,1211,-2,680,-0.23,-0.21,0.049,1.3,i,0.1,i,48,1,6.2,2.6,13
CCN1CCN(CCC(=O)Nc2ccc3c(c2)OCO3)CC1,-28%,0.2,556,.,.,-2,740,-0.68,-0.15,-0.5,-0.88,i,1.6,i,21,1.1,4.3,2.0,4.3
CCOC(=O)CN(C(=O)CNC(=O)c1ccco1)C(C(=O)NC1CCCC1)c1ccccc1OCC (stereo not drawn),0%,-0.5,1180,-0.55,1380,.,.,0.055,-0.22,0.14,0.48,i,0.7,i,13,1.1,3.3,2.3,2.4
COc1ccc(/C=N/NC(=O)c2cccc(NC(C)=O)c2)c(OC)c1,-9%,-3.9,559,.,.,-2,789,0.22,-0.2,0.26,0.27,i,0.2,i,33,1.1,1.6,1.6,2.8
Cc1ccc(CNC(=O)CCC2CCCN(Cc3cccc4cccnc34)C2)o1 (stereo not drawn),6%,-0.5,1013,-0.6,1466,-17,700,-0.58,0.12,-0.053,-0.1,i,0.5,i,45,1.1,3.0,1.7,5.3
Cc1ccccc1N/N=C/c1ccc(C#N)cc1,-57%,0.6,547,-1.2,1237,28,682,-0.5,-0.23,0.32,0.38,i,0.5,i,50,1,3.4,2.7,1.3

(further entries)
SMILES,human PMI inhibition,b-catenin transl,b-catenin transl cell count 5 µM,Insulin prom up,Insulin prom up cell count,Lipid droplet,Lipid droplet cells 6.5 µM,Dynein cargo inh,Dynein cargo inh cytoplasmic EGFP,Dynein cargo inh nuclear GR-EGFP,Dynein cargo inh cell count,Myeloid diff MLP,Myeloid diff MLP GFP+ MAC1+ %,T cell modulator,T cell modulator vesicle-bound %,TNAP activators,MT stabilizer,MT stabilizer Hoechst-high %,MT stabilizer cytotoxicity %
CCOCCCN1CC(C(=O)NCCc2ccc(C)cc2)CC1=O (stereo not drawn),2%,0.1,1428,0.23,1587,.,.,0.6,-0.22,0.055,0.15,i,1.5,i,11,1.1,2.4,0.9,1.6
CC(=O)Nc1ccc(/C=N/OCC(=O)Nc2ccc(C)cc2)cc1,-3%,.,.,0.67,1362,34,616,-0.31,-0.16,-0.48,0.19,i,0.3,i,14,1,4.4,2.5,3.2
Cc1ccccc1C(=O)Oc1ccc(Sc2ccc(O)cc2)cc1,19%,-1.8,1142,0.26,736,8,770,0.3,-0.1,0.35,0.74,.,.,i,42,1,1.5,1.1,0.2
CCOC(=O)CSc1nc2cc(C(=O)N3CCCC3)ccc2c(=O)n1Cc1ccccc1,12%,-0.9,1011,.,.,1,793,1.4,-0.11,0.85,0.16,i,0.3,i,3,1,1.3,1.4,7.0
COc1ccc(CN(C(=O)c2ccco2)c2ccc(Br)cc2)cc1OC,4%,-2.0,1056,0.99,1243,.,.,1.2,-0.33,0.32,0.54,i,1.7,i,40,1.1,2.3,2.1,6.9
Cc1ccc(-c2cc(C(=O)N(C)Cc3cnn(C)c3C)c3cc(Br)ccc3n2)cc1,10%,-2.9,1134,-0.91,1361,-13,580,-3.1,0.63,-1.8,-0.16,.,.,i,9,1.1,7.4,1.2,16
O=C(COC(=O)C1CCC(=O)N1)Nc1ccc(Cl)cc1Cl (stereo not drawn),2%,0.0,1062,0.34,1481,2,654,-1.1,-0.23,-0.77,0.4,i,0.0,i,10,1.1,4.1,2.0,4.4
C=CCNC(=S)Nc1ccc2nc(C)oc2c1,9%,0.0,1486,.,.,2,700,0.89,-0.14,0.98,-0.63,i,0.5,i,6,1.1,1.5,1.1,5.4

Quoted from the listing:
CCOC(=O)CSc1nc2cc(C(=O)N3CCCC3)ccc2c(=O)n1Cc1ccccc1 in MT stabilizer Hoechst-high % has 1.4
CC(=O)Nc1ccc(/C=N/OCC(=O)Nc2ccc(C)cc2)cc1 in Dynein cargo inh has -0.31

Next section
SMILES,human PMI inhibition,b-catenin transl,b-catenin transl cell count 5 µM,Insulin prom up,Insulin prom up cell count,Lipid droplet,Lipid droplet cells 6.5 µM,Dynein cargo inh,Dynein cargo inh cytoplasmic EGFP,Dynein cargo inh nuclear GR-EGFP,Dynein cargo inh cell count,Myeloid diff MLP,Myeloid diff MLP GFP+ MAC1+ %,T cell modulator,T cell modulator vesicle-bound %,TNAP activators,MT stabilizer,MT stabilizer Hoechst-high %,MT stabilizer cytotoxicity %
CCOc1ccccc1C1CC(c2ccc(Br)cc2)Nc2nc(N)nn21 (stereo not drawn),11%,5.3,1006,0.33,1227,-1,455,-0.6,-0.17,-0.26,-0.22,i,2.9,i,34,1.1,6.7,2.2,0.3
Cn1c(N)c(C(=O)COC(=O)c2ccc(Cl)nc2)c(=O)n(C)c1=O,-1%,0.2,1085,-0.28,1295,7,692,0.71,-0.19,0.45,-0.42,i,0.3,i,25,1.1,7.1,2.1,6.0
CC(C)(C)C(=O)/C=c1\[nH]c(=O)/c(=C\c2ccc(F)cc2)s1,12%,-1.1,1311,-0.47,858,67*,726*,-0.049,0.12,0.32,0.1,i,0.4,i,33,1,2.6,1.0,1.7
CN(C)CCN1C(=O)NC(C)(c2ccc([N+](=O)[O-])cc2)C1=O (stereo not drawn),8%,-0.3,1088,0,1539,3,699,-1.1,-0.28,-0.54,1.3,i,0.4,i,32,1,2.1,1.8,3.9
CCCc1ccc(C(=O)NNc2ccccc2F)cc1,.,-1.1,1344,-0.27,1432,.,.,-0.44,-0.28,-0.45,0.5,i,0.4,i,52,.,.,.,.
COc1cc2[nH]c(=O)n(CCC(=O)N3CCN(Cc4ccccc4)CC3)c(=O)c2cc1OC,-16%,-2.1,1050,0.34,1004,-3,660,-0.5,-0.19,-0.21,0.34,i,0.5,i,27,1,2.1,2.0,2.9

Screens deposited in PubChem BioAssay by several laboratories.
